M5 PAM = CHRM5 positive allosteric modulation. activation, % at 3 µM. hit rate 0.3% among 360,000. CHO-K1 hM5, Fluo-8 calcium, ACh EC20 PAM; 0% = ACh EC20, 100% = ACh EC100. P08912. AID 624038;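 active = activation above the run cutoff, the mean activation of all test compounds plus 3 SD, cut at about 18% in these data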
Target sequence (P08912 whole entry, looked up): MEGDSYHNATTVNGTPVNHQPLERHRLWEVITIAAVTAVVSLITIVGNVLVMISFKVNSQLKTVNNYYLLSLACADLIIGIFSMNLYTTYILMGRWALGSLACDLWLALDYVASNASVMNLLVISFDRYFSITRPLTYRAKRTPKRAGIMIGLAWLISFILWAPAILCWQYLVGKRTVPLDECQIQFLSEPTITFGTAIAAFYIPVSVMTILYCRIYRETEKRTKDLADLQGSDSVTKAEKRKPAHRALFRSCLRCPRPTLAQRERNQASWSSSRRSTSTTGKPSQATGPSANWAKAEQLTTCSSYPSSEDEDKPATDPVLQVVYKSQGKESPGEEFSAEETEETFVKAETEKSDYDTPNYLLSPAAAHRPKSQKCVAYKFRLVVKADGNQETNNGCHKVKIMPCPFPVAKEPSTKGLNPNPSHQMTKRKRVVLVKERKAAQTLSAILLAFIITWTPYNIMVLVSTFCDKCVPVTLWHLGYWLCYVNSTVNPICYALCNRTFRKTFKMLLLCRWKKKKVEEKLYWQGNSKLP
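Replicates: One well per compound, no replicates | System: Human M5 receptor in CHO-K1 cells | Benchmarks: Low control EC20 acetylcholine (0%), high control EC100 acetylcholine (100%) | Probe or stimulus: Acetylcholine, EC20 level | Times: Fluo-8 loading 80 min at 37 °C plus 30 min room temperature | Signal: Intracellular calcium via Fluo-8 fluorescence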
M5 antag = antagonists of human muscarinic M5 receptor (CHRM5); hit rate 0.59% among 360,000; AID 624040; CHO-hM5 cells, Fluo-8 calcium fluorescence, ACh EC80; P08912; inhibition, % at 3 µM;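 active = inhibition above a per-plate cutoff, the mean of that plate's test compounds plus 3 SD, cut at about 27% in these data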;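 also: 0% = acetylcholine EC80 with DMSO and 100% = DMSO without agonist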
CHRM4 PAM = CHRM4 positive allosteric modulation. AID 624126. activation, % at 3 µM. hit rate 0.4% among 360,000. CHO-K1 hM4/Gqi5, Fluo-8 calcium fluorescence, ACh EC20; 0% = ACh EC20, 100% = maximal ACh. P08173;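 active = activation above its plate's cutoff, the mean activation of sample wells plus 3 SD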; also: some results filed as inactive read as strong as hits
Target sequence (P08173 whole entry, looked up): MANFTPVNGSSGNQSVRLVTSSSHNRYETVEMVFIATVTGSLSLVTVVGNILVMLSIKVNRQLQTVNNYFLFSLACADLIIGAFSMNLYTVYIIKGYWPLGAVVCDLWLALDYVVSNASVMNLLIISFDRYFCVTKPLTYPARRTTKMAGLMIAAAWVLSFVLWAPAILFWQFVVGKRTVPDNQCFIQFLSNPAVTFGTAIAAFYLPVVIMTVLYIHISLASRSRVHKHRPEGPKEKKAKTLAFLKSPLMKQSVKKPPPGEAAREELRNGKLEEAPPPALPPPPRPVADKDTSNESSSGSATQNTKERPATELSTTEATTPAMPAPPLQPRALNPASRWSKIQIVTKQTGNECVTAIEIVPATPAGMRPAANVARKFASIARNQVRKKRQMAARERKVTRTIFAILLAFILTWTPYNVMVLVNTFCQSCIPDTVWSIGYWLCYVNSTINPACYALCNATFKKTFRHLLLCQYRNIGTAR
CRFBP-R2 block = blocks CRF-induced signaling of the CRF-BP/CRF-R2 complex. HEK293 CRF-R2/CRF-BP, CRF-induced calcium fluorescence. inhibition, % at 11.8 µM. hit rate 0.59% among 350,000. AID 588475;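 active = inhibition of the ligand-induced calcium signal above about 50% at the single tested concentration, limit read from the data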
TAAR1 agonist = human TAAR1 agonism | AID 624467 | activation, % at 3 µM | CHO RD-HGA16 TAAR1, Fluo-8 calcium fluorescence; vehicle wells 0%, saturating PEA agonist 100% | Q96RJ0 | hit rate 0.99% among 360,000;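 active = activation above the mean activation of all test compounds in the run plus 3 SD, cut at about 38% in these data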
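System: CHO RD-HGA16 cells carrying human TAAR1 plus Gα16; Incubation: 17-24 h seeding, 75 min 37 °C dye, 30 min RT; Measured by: Fluo-8 fluorescence, 5 s baseline then 140 s kinetic read; Control set: DMSO and PEA EC100; Replication: single well for each compound.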
M1 PAM parental = nonselective activator or artifact in parental CHO-K1 calcium assay; activation, % at 3 µM; AID 602247; ATP EC20, Fluo-8 calcium fluorescence; 0% at ATP EC20, 100% at ATP max; hit rate 0.02% among 360,000;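 active = activation above the run cutoff, the mean activation of all test compounds plus 3 SD, cut at about 40% in these data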;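 also: peak over basal fluorescence ratio in a 140 s read after ATP addition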
TAAR1 antag = human TAAR1 antagonism; AID 624466; CHO RD-HGA16 TAAR1, Fluo-8 calcium fluorescence, antagonist; hit rate 1.5% among 360,000; inhibition, % at 3 µM;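 active = inhibition above a per-plate cutoff, the mean inhibition of test compounds on that plate plus 3 SD, cut at about 49% in these data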;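 also: 0% = DMSO plus EC80 beta-PEA response and 100% = DMSO alone without agonist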
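Assay system: RD-HGA16 CHO cells with stable hTAAR1 and Gα16 / Reagent: EC80 β-phenethylamine stimulus / Doses: 3 µM, single point / Timing: dye loading 75 min at 37 °C, then 30 min room temperature / Measured by: Fluo-8 intracellular calcium dye fluorescence, real-time kinetic reads / Controls: vehicle wells and EC80 agonist wells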
M5 ag = agonists of human muscarinic M5 receptor (CHRM5). CHO-K1 hM5 cells, Fluo-8 calcium fluorescence; 0% DMSO wells, 100% maximal acetylcholine response. P08912. hit rate 0.19% among 360,000. activation, % at 3 µM;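 active = activation above the run's mean over test compounds plus 3 SD, cut at about 23% in these data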;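 also: signal is peak over basal fluorescence ratio across the kinetic read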
CRFBP-R2 agonist = CRF-BP/CRF-R2 complex agonism; HEK293 CRF-R2/CRF-BP, calcium dye fluorescence (FLIPR); percent of saturating CRF peptide response; activation, % at 13.2 µM; hit rate 0.46% among 350,000;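 active = activation of at least 50%, plus an integration ratio under a set limit after plate pattern correction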;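 also: plate controls were neutral control wells without compound for no effect and CRF at EC100 for full effect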
* hit, by the source's call; nt = not tested or not shown.

The line under a structure holds: M5 PAM	M5 antag	CHRM4 PAM	CRFBP-R2 block	TAAR1 agonist	M1 PAM parental	TAAR1 antag	M5 ag	CRFBP-R2 agonist
- Cc1cc2nc(CCN3CCOCC3)n(S(=O)(=O)c3ccc(C(C)(C)C)cc3)c2cc1C
 : -3	2	5	-3	-2	6	-4	0	-0.8
- CC(NC(=O)/C(C#N)=C/c1ccc(OCC(=O)O)cc1)c1ccccc1 (stereo not drawn)
 : -1	-4	3	4	1	15	3	5	0.0
- CCOC(=O)c1nc(N2CCN(C(=O)OCC)CC2)c2c3c(sc2n1)CCCC3
 : -8	12	-4	-3	12	8	30	1	-0.1
- CC(=O)Nc1ccc(NC(=O)C2(C)Cc3c(-c4ccccc4)ccnc3O2)cc1 (stereo not drawn)
 : 1	3	-4	nt	1	14	-19	0	nt
- CCOc1cc(/C=C/C(=O)O)ccc1OCc1ccccc1
 : 6	2	2	9	1	-3	-5	0	-2.3
- Cc1ccc(S(=O)(=O)N2CCOC2CNC(=O)C(=O)NCc2cccnc2)cc1 (stereo not drawn)
 : -5	0	-2	6	0	-10	-8	0	-5.1
- Cc1nc(N2CCOCC2)c2c(C)c(C(=O)Nc3ccccc3C(F)(F)F)sc2n1
 : -3	0	-6	5	0	5	13	-3	-4.6
- CNCc1cc(C)n(-c2cc(S(=O)(=O)N3CCOCC3)ccc2N2CCCC2)c1C
 : -2	4	-1	2	1	2	-8	-2	-0.8
- O=C1OC(C(=O)NCc2ccccc2)Cc2ccccc21 (stereo not drawn)
 : 5	2	-5	-7	5	13	-12	0	-1.6
- C=C1CCC[C@]2(C)C[C@H]3OC(=O)C(CNC(C)CC)[C@H]3CC12 (stereo partly drawn)
 : 3	4	-3	-7	1	-12	-17	-2	0.7
- CCC(CC)C(=O)Nc1cccc(/C(C)=N\NC(=O)c2ccc(C)s2)c1
 : 2	5	-5	19	10	24	3	-6	-0.5
- CC1(c2ccccc2)O[C@@H]2C[C@H]3[C@@H]4CCC5=CC(=O)C=C[C@]5(C)[C@@]4(F)[C@@H](O)C[C@]3(C)[C@]2(C(=O)CO)O1 (stereo partly drawn)
 : 9	2	-14	-18	14	15	3	11	15
- Cc1ccc(NC(=O)C2CCC(=O)N2)cc1C (stereo not drawn)
 : 0	-2	2	-4	14	0	-4	-2	-0.6
- Cc1ccc(S(=O)(=O)Nc2ccc(F)c(S(=O)(=O)N3CCOCC3)c2)cc1
 : 4	3	4	-11	1	21	-8	1	-1.9
- O=C(COc1ccccc1)NC1CCSc2ccccc21 (stereo not drawn)
 : 4	1	9	10	-1	6	7	-2	-1.3
- CCOC(=O)C1=C(c2ccccc2)Nc2ncnn2C1c1ccccn1 (stereo not drawn)
 : 1	2	-3	-37	10	0	-20	-2	-0.2
- O=C(Nc1ccc(N2CCCCC2)cc1)c1ccc(F)cc1
 : -5	2	3	2	98*	13	85*	-5	0.4
- Cc1ccccc1CSCCNS(C)(=O)=O
 : -1	-1	6	21	1	-8	-14	0	-1.5
- Cc1ccc(CSc2nc(-c3ccccc3)c(C#N)c(=O)[nH]2)cc1
 : -10	2	-4	50	7	-14	-12	-3	-5.3
- O=C(CCc1ccc(S(=O)(=O)N2CCOCC2)cc1)Oc1ccccc1
 : 10	-10	1	1	6	17	7	4	-4.0
- CCCCN(C(=O)c1cccc(S(=O)(=O)N(C)c2ccc(C)cc2)c1)c1c(N)n(CCCC)c(=O)[nH]c1=O
 : 5	-4	4	26	0	12	-20	-2	2.6
- CNCc1ccccc1OCC(=O)Nc1ccccc1
 : 6	-5	5	21	7	0	10	1	-0.9
- CCCC(=O)NC(=S)Nc1ccccc1OC
 : 0	-2	-1	8	-2	-1	4	-2	-1.4
- FC(F)(F)c1nc2ncc(Cl)cc2[nH]1
 : 0	2	6	-16	5	19	3	2	8.8
- O=C(O)c1nnn(-c2ccc(F)cc2F)c1-c1ccccc1
 : -2	4	0	7	7	-1	-11	-1	0.1
- S=C(Nc1cccc2ccccc12)N1CCN(c2ncccn2)CC1
 : -3	1	-3	6	10	16	-1	-2	3.5
- Cn1c(=O)[nH]c(=O)c2c1nc(OC(=O)c1ccccc1)n2CC(O)COc1ccc(F)cc1 (stereo not drawn)
 : -2	3	16	2	13	-5	-4	1	-1.7
- CC(C)C[C@H](NC(=O)Nc1cccc(C(F)(F)F)c1)C(=O)O
 : -5	8	-1	-2	6	6	-12	-1	-1.0
- S=c1[nH]c2ccccc2c2ccccc12
 : 7	-4	1	1	7	11	-15	0	-2.3
- OCC[C@H]1C[C@@H](O)[C@H](O)[C@@]2(Cc3ccccc3CO2)O1
 : 5	4	5	6	12	19	-15	2	-0.3
- COC/C=C/C1=CC2=CC(=O)C(C)(OC(=O)c3cnc4ccccc4n3)C(=O)C2=CN1CCCOC(C)C (stereo not drawn)
 : 0	19	2	7	6	-25	4	0	1.9
- Cc1ccc(NC(=O)N2C3CCCC2CC(NC(=O)C2CC2)C3)cc1 (stereo not drawn)
 : 2	7	4	0	-4	12	-5	-6	-0.8
- COc1ccc(C(=O)C[n+]2cc(Br)cc3ccccc32)cc1[N+](=O)[O-]
 : -1	4	-5	-2	4	3	-12	-3	1.5
- O=C(Nc1cccnc1)c1cccc(S(=O)(=O)N2CCCCC2)c1
 : -13	5	0	-14	1	0	8	0	-0.3
- Cc1ccccc1CN1CCCC(C(=O)Nc2ccc(-c3ccn[nH]3)cc2)C1 (stereo not drawn)
 : -1	-10	-8	-4	7	-1	-1	-1	-1.6
- Cc1ccc(NC2Sc3ccccc3NC2=O)cc1 (stereo not drawn)
 : -5	-2	9	-15	1	12	11	-5	-1.6
- COC(=O)[C@]1(C)N[C@H](CN(C)S(=O)(=O)c2ccc(-c3ccccc3)cc2)[C@@H]2C(=O)N(Cc3ccccc3)C(=O)[C@@H]21
 : 3	-12	-2	-7	7	-7	23	0	0.5
- CCN(CC)Cc1oc(-c2ccccc2)cc1C(=O)O
 : 3	9	-8	11	0	-6	-27	2	-0.9
- COc1cc2cnc(-c3ccccc3)c(-c3ccc(C#N)cc3)c2cc1OC
 : 4	12	10	1	5	11	25	-4	-2.0
- O=C(/C=C/Nc1ccc(F)c(Cl)c1)c1ccccc1
 : -2	-6	-7	-4	0	-3	-1	-13	-1.2
- COc1ccc(CSc2nc(O)cc(=O)n2CC(C)C)cc1F
 : 0	1	12	-2	-4	17	-16	-2	0.1
- O/N=C/c1cccc[n+]1CCCCCC[n+]1ccccc1/C=N/O
 : 3	3	-9	4	2	4	3	-21	0.1
- CCN(CC)CCNC(=O)C(C)c1nn(C)c(=O)c2ccccc12 (stereo not drawn)
 : -32	3	-10	12	5	20	2	-11	1.2
- COc1ccc(-c2cnc3c(c2)C(=O)N([C@H](C)CO)C[C@@H](C)[C@H](CN(C)Cc2ccccc2)O3)cc1
 : -7	17	-10	1	1	11	-11	-3	-1.1
- CCN1C[C@@H]2[C@@H]3C(=O)N(Cc4ccccc4)C(=O)[C@@H]3[C@](Cc3ccccc3)(C(=O)OC)N2C1=NC1CCCCC1
 : -4	13	-5	-8	13	19	4	1	25
- CC(NC(=O)CSCc1ccccc1Br)c1ccccc1 (stereo not drawn)
 : -4	5	0	19	0	9	2	-3	-3.0
- COc1ccc(N2CCN(S(=O)(=O)c3c(C)nc4sccn4c3=O)CC2)cc1
 : -2	-1	8	2	0	-7	3	1	-2.7
- O=C(Nc1ccccc1C(F)(F)F)c1cccnc1
 : -1	-4	8	-6	0	10	-3	0	-0.4
- COc1cccc(CN(C)C(=O)c2cc(S(=O)(=O)NCc3ccccc3)ccc2C)c1OC
 : 2	-8	4	-14	4	5	12	5	0.1
- O=C1c2nc3cc(-c4ccco4)[nH]n3c(=O)c2CN1C1CCCCC1
 : -3	15	1	8	1	29	-17	-3	-0.2
- Cc1ccc(Sc2c([N+](=O)[O-])ncn2C)cc1
 : 0	1	0	20	8	-4	-6	-3	-0.9
- COC(=O)COc1ccc(S(=O)(=O)NCCC2=CCCCC2)cc1C
 : -2	-1	-9	28	10	15	2	-5	-1.4
- CN(C)S(=O)(=O)n1cc(/C=C(\NC(=O)c2ccccc2)C(=O)N2CCCCC2)c2ccccc21
 : -2	6	0	-21	7	-10	-12	1	4.3
- CC(C)C(C)NC(=O)CN1C(=O)NC(c2ccccc2)(c2ccccc2)C1=O (stereo not drawn)
 : -5	17	-2	-13	-4	-1	4	-2	0.9
- Cc1cccc(N=C2NC(=O)C(CO)(CO)S2)c1
 : 3	9	-2	3	0	1	-2	-1	1.2
- CCOc1ccccc1N1CCN(C(=O)NCc2ccc(C)cc2)CC1
 : -1	-1	-6	0	6	-2	10	3	-1.4
- COc1ccc(OC)c(S(=O)(=O)NCc2ccccc2)c1
 : -2	10	-12	-2	7	-6	-9	0	-0.9
- Cc1ccccc1C(=O)NC1CC2CCCC(C1)N2Cc1ccccc1Cl (stereo not drawn)
 : -3	6	-3	5	-1	27	-20	-2	0.2
- COc1ccc(-c2ccnc(-c3ccncc3)n2)cc1
 : 1	0	-1	2	1	23	-28	-6	-1.1
- COc1cccc(NC(=O)CC2S/C(=N\S(=O)(=O)c3ccccc3)N(c3ccccc3)C2=O)c1 (stereo not drawn)
 : -6	15	-1	24	3	27	-5	-2	-2.1

The closing four records of the section before lead into the next:
The line under a structure holds: M5 PAM	M5 antag	CHRM4 PAM	CRFBP-R2 block	TAAR1 agonist	M1 PAM parental	TAAR1 antag	M5 ag	CRFBP-R2 agonist
- COc1ccc(OC)c(S(=O)(=O)NCc2ccccc2)c1
 : -2	10	-12	-2	7	-6	-9	0	-0.9
- Cc1ccccc1C(=O)NC1CC2CCCC(C1)N2Cc1ccccc1Cl (stereo not drawn)
 : -3	6	-3	5	-1	27	-20	-2	0.2
- COc1ccc(-c2ccnc(-c3ccncc3)n2)cc1
 : 1	0	-1	2	1	23	-28	-6	-1.1
- COc1cccc(NC(=O)CC2S/C(=N\S(=O)(=O)c3ccccc3)N(c3ccccc3)C2=O)c1 (stereo not drawn)
 : -6	15	-1	24	3	27	-5	-2	-2.1
- C=CCSc1nnc(NC(=O)C2CC(=O)N(Cc3ccc(C)cc3)C2)s1 (stereo not drawn)
 : 3	8	4	0	22	2	-21	2	1.2
- Cc1ccc(Nc2nc3c(c(=O)[nH]2)CCCC3)cc1
 : 1	0	10	-40	22	11	-19	2	-1.1
- Cn1ccnc1Sc1nc2c(c(=O)n(C)c(=O)n2C)n1C
 : -5	10	-5	-12	1	9	-17	3	-0.8
- COc1nccnc1NS(=O)(=O)c1ccc(N=Cc2c(C)[nH]n(-c3ccccc3)c2=O)cc1
 : -12	12	-15	20	1	10	2	2	-3.1
- CCn1cc([N+](=O)[O-])c(C(=O)Nc2ccc(Cn3nc(C)cc3C)cc2)n1
 : -4	4	3	28	nt	10	nt	-1	-0.9
